# Bioassay records from PubChem.
# Cneo AK release: causes C. neoformans cell lysis. actives 0.2% (n = 360,000). lysis activity, % at 15 µM. adenylate kinase release luminescence, 4 h; normalised: neutral wells 0, clomiphene wells 100. AID 651654;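 active = mean lysis activity across replicates of at least 80%, whatever share of replicates individually reach that level; inactive = mean lysis activity below 80%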
#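 Material – log-phase Cryptococcus neoformans yeast cells · Input – 5 × 10^6 yeast cells/mL · Medium – fresh YPD growth medium · Doses – single compound concentration per well · Timing – static 4 h at 37 °C with compound, 1 h detection · Detection – adenylate kinase release luminescence · Read-out – signal increase indicating cell lysis · Control set – Clomiphene as positive lysis control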
# PGC1a acetyl inh: PGC1a acetylation modulation, inhibitor mode; U2OS PGC1a acetylation, AlphaScreen anti-acetyl-lysine; with virally co-expressed GCN5 acetyltransferase; inhibition, % at 15.6 µM; actives 0.17% (n = 350,000);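 active = every replicate shows inhibition of at least 40%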;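 also: 0% = neutral control wells and 100% = positive control wells; some results beyond the cut were filed as inactive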
# C2C12 statin: protects C2C12 myotubes from simvastatin toxicity. rescue of ATP level, % at 7.49 µM. actives 0.78% (n = 330,000). ATP luminescence, 48 h; scaled: DMSO 0, geranylgeraniol control 100;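 active = mean ATP rescue above about 67%, or every replicate alone reaching that limit, limit read from the data, passing the limit was not always enough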;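 also: myotubes were challenged with 10 µM simvastatin during compound exposure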
# GSIS activator: primary screen for activators of insulin secretion dependent on glucose, INS-1E cells, GLuc reporter luminescence; INS-1E GLuc reporter insulin secretion, 2-3 h; activation, % at 16.6 µM; actives 0.61% (n = 370,000); AID 743287;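 active = lowest replicate activation of at least 40%, so every replicate reaches that level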;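 also: 0% = median of neutral control wells and 100% = median of IBMX positive control wells; some compounds called inactive have numbers as strong as hits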
# PglD inh: PglD (C. jejuni) enzyme inhibition; purified PglD enzyme, DTNB colorimetric CoA detection; inhibition, % at 12.5 µM; actives 0.098% (n = 360,000); in the data active = inhibition above about 16%, passing the limit was not always enough; also: strong numbers were not always called active
# LGR2 inh: blocks bursicon-induced cAMP signaling via Drosophila LGR2 | HEK293 LGR2, CRE-luciferase, bursicon-stimulated, 4 h | inhibition, % at 9.99 µM | actives 0.35% (n = 380,000);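 active = drop in luminescence signal, shown as inhibition above about 50% in the replicate tests, limit read from the data, passing the limit was not always enough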;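 also: agonist challenge used bursicon conditioned medium at about half maximal strength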
# ARNT TACC3 PPI: ARNT/TACC3 interaction disruption. Q9Y6A5. AlphaScreen His-ARNT PAS-B/GST-TACC3 binding, luminescence; TACC3 fragment carries E629A point mutation. inhibition, % at 9.99 µM. actives 0.66% (n = 390,000);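 active = mean inhibition of replicates at least 50% and at least half of replicates each reaching 50%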;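 also: 0% = complete ARNT plus TACC3 wells and 100% = ARNT alone without TACC3; many hits fall short of the cut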
# PAX8 inh HTS: PAX8 transcriptional activity inhibition. RMG-I TPO-luciferase reporter, SteadyGlo, 24 h. inhibition, % at 12.6 µM. actives 1.2% (n = 360,000);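 active = mean replicate inhibition at least 60% with every replicate also reaching 60%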;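 also: luciferase light reporting Pax8 driven TPO promoter activity; plate controls were median of neutral control wells for no effect and mitoxantrone controls for full effect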
# Active calls of the source: *; nt = no result given.
# Sample of the layout (six entries):
SMILES,Cneo AK release,PGC1a acetyl inh,C2C12 statin,GSIS activator,PglD inh,LGR2 inh,ARNT TACC3 PPI,PAX8 inh HTS
Cc1ccc(S(=O)(=O)Nc2ccc3c(c2)C(=O)N([C@@H](C)CO)C[C@@H](C)[C@H](CN(C)C(=O)Nc2cccc4ccccc24)O3)cc1,-8.8,7.2,30.6,3.8,0.4,10.8,-4.6,13.1
COc1ccc(CNC(=O)C[C@H]2C[C@H](C(=O)N3CCOCC3)[C@@]3(CCC4CCCC4)c4[nH]c5cc(CCC(=O)N(C)C)ccc5c4CCN3C2=O)cc1OC,1.8,nt,4.1,-17.7,-0.9,-12.0,3.2,12.7
COc1ccc(-c2nnn(CC(=O)N(CC(=O)NC3CCCC3)c3ccccc3F)n2)cc1OC,6.2,-21.1,3.0,7.7,12.5,6.0,-1.2,0.1
COC(=O)c1nc(NNC(=O)c2ccccc2)sc1-c1ccccc1,0.2,0.7,5.4,0.1,5.5,-11.3,-4.0,-13.8
OC(CN1CCN(Cc2ccccc2)CC1)c1ccc(F)cc1 (stereo not given),nt,nt,nt,18.3,nt,6.1,-6.1,43.0
O=C(COc1ccc2ccc(=O)oc2c1)Nc1cc([N+](=O)[O-])ccc1F,0.4,nt,-6.4,27.4,-2.5,-3.2,0.2,2.5

# The whole of this part, from the first entry:
SMILES,Cneo AK release,PGC1a acetyl inh,C2C12 statin,GSIS activator,PglD inh,LGR2 inh,ARNT TACC3 PPI,PAX8 inh HTS
Cc1ccc(S(=O)(=O)Nc2ccc3c(c2)C(=O)N([C@@H](C)CO)C[C@@H](C)[C@H](CN(C)C(=O)Nc2cccc4ccccc24)O3)cc1,-8.8,7.2,30.6,3.8,0.4,10.8,-4.6,13.1
COc1ccc(CNC(=O)C[C@H]2C[C@H](C(=O)N3CCOCC3)[C@@]3(CCC4CCCC4)c4[nH]c5cc(CCC(=O)N(C)C)ccc5c4CCN3C2=O)cc1OC,1.8,nt,4.1,-17.7,-0.9,-12.0,3.2,12.7
COc1ccc(-c2nnn(CC(=O)N(CC(=O)NC3CCCC3)c3ccccc3F)n2)cc1OC,6.2,-21.1,3.0,7.7,12.5,6.0,-1.2,0.1
COC(=O)c1nc(NNC(=O)c2ccccc2)sc1-c1ccccc1,0.2,0.7,5.4,0.1,5.5,-11.3,-4.0,-13.8
OC(CN1CCN(Cc2ccccc2)CC1)c1ccc(F)cc1 (stereo not given),nt,nt,nt,18.3,nt,6.1,-6.1,43.0
O=C(COc1ccc2ccc(=O)oc2c1)Nc1cc([N+](=O)[O-])ccc1F,0.4,nt,-6.4,27.4,-2.5,-3.2,0.2,2.5
CCN(CC)C(=O)CSc1nc(O)c(Cc2ccc(OC)cc2)c(=O)[nH]1,0.1,-0.1,0.3,1.7,0.4,1.2,3.6,-24.4
c1ccc(OCc2nnc3n2N=C(c2ccccc2)CS3)cc1,nt,6.6,nt,33.4,nt,-19.7,-1.5,25.2
CCCc1ncc(CN2CCC(C(=O)Nc3cccc(-c4cscn4)c3)CC2)cn1,1.1,-1.1,2.1,-6.1,-5.5,-3.0,0.8,13.4
CCCNC(=O)C[C@@H]1CC[C@H]2[C@@H](COC[C@H](O)CN2CC2CCCCC2)O1,2.4,-6.9,-9.8,6.2,2.0,-5.1,-3.3,nt
O=C(COc1ccc(Br)cc1)NC1CC1,-2.7,nt,nt,10.3,2.0,-1.9,2.5,-22.3
c1ccc(SCc2cn3cccnc3n2)nc1,nt,nt,9.7,3.4,nt,-5.1,-4.0,-4.7
CN1[C@@H]2Cn3c(ccc(C4=CCCCC4)c3=O)[C@H]1[C@@H](C(=O)NCc1ccc(F)cc1)[C@@H]2CO,-12.6,nt,20.5,7.0,-2.9,-13.9,3.0,5.5
CN(CC(=O)NC1CCCC1)S(=O)(=O)c1cnc[nH]1,nt,5.3,nt,12.5,nt,17.8,-5.6,8.9
COCC(C)n1c(SCC(=O)Nc2sccc2C(N)=O)nc2ccccc2c1=O (stereo not given),0.2,nt,0.7,-18.3,-3.6,-20.4,3.4,22.3
N#CC1=C(N)SC(N)=C(C#N)C1c1ccc([N+](=O)[O-])cc1,nt,nt,nt,-4.6,nt,13.1,-18.2,-4.3
Cc1cccc(Nc2ccccc2C(=O)OCC(=O)N2CCOCC2)c1C,0.0,-7.5,9.2,-6.1,0.4,nt,-4.5,nt
CCc1cc2c(=O)c(-n3cnc4ccccc43)coc2cc1O,-3.4,8.0,-4.8,nt,1.9,nt,-17.8,nt
COc1ccc(/C=C/C(=O)OCc2nc3ccccc3c(=O)[nH]2)c(OC)c1,-0.3,-4.0,-5.6,26.9,-7.9,-19.3,-1.6,7.3
O=C1COc2ccc(C(=O)COC(=O)CNS(=O)(=O)c3cccc(F)c3)cc2N1,0.4,1.2,-1.2,-0.8,-1.4,-4.4,-1.7,3.3
Cc1ccc(C(=O)Nc2nc(C)c(C(=O)Nc3ccc4c(c3)CCC4)s2)cc1,-2.1,10.6,-82.7,10.9,5.0,-39.6,-0.1,-59.8
COc1ccccc1-c1nnc(-c2ccc(C)cc2)o1,-7.8,-4.7,nt,-1.6,4.3,-57.1,24.9,-139.2
Cc1ccc(NC(=O)C2CCCN(c3ncccn3)C2)c(C)c1 (stereo not given),-7.5,38.6,46.9,9.7,-0.8,-13.8,-1.7,-90.3
Cc1ccc(S(=O)(=O)Nc2cc(C)cc(CCNC=O)c2C)cc1,nt,nt,nt,5.7,nt,-2.8,-7.6,12.1
O=C(CCS(=O)(=O)c1ccc(Br)s1)NCc1ccc2c(c1)OCO2,nt,6.1,1.9,9.8,nt,-7.6,-1.2,nt
COc1cccc(CC(=O)Nc2ccc(S(=O)(=O)Nc3nc(C)cc(C)n3)cc2)c1,2.3,-0.7,nt,17.8,-0.2,5.1,1.7,-11.6
O=C(NCC1CCC(C(=O)O)CC1)c1cccnc1 (stereo not given),-9.2,14.7,15.7,nt,5.7,nt,2.4,nt
COc1ccc(C2/C(=C(/O)c3ccc(S(=O)(=O)N4CCOCC4)cc3)C(=O)C(=O)N2CCN2CCOCC2)cc1 (stereo not given),5.7,nt,10.3,-3.0,-2.4,-8.4,-3.8,7.5
O=C(c1cc2cc(F)ccc2[nH]1)N1CCC(Cc2ccccc2)CC1,2.4,-4.6,1.2,-28.7,0.8,-20.1,-7.3,-13.7
Cn1nc(C(=O)Nc2nc3ccc(S(C)(=O)=O)cc3s2)ccc1=O,-4.9,2.7,nt,nt,-8.1,nt,-6.1,nt
N#CCC(=O)Nc1ccc(C(=O)NNC(=S)NC2CC2)cc1,-4.7,nt,2.7,15.0,3.3,-5.1,24.6,-12.7
CN1CCN(S(=O)(=O)c2cccc(C(=O)Oc3cccc(C#N)c3)c2)CC1,0.8,13.3,0.2,-4.8,0.5,-11.4,nt,10.6
Cc1noc(C)c1C(=O)Nc1ccccc1N1CCCC1,-0.1,nt,-0.4,9.8,-2.0,15.6,nt,4.0
Cc1ccc(S(=O)(=O)N(C)C[C@@H]2OCCCC[C@@H](C)Oc3ccc(NC(=O)Cc4ccccc4)cc3C(=O)N([C@H](C)CO)C[C@@H]2C)cc1,36.6,3.6,nt,-34.5,9.9,12.9,27.4,-1.6
CC(CC(=O)Nc1nnc(CC(C)(C)C)s1)c1ccccc1 (stereo not given),5.7,4.6,2.3,5.1,0.8,5.0,7.2,12.2
OC(c1ccccc1)c1nc(-c2ccc3c(c2)OCO3)cs1 (stereo not given),-4.8,-8.4,56.6,-10.7,7.4,-74.4,nt,-235.3
COC(=O)c1ccc(COc2ccccc2/C=C(\C#N)C(=O)NC(C)C)cc1,nt,nt,nt,6.0,nt,0.4,-3.3,22.2
COC(=O)c1sc(NC(=S)NC(=O)c2ccccc2F)nc1C,nt,nt,nt,9.6,nt,-11.0,-7.5,34.2
COc1ccc(S(=O)(=O)N2CCCC2)cc1Br,-0.6,-2.4,6.1,14.7,-2.8,-12.3,-7.0,8.9
CCC(=O)Nc1c2c(nn1-c1ccc(C)cc1C)CSC2,-1.7,-1.1,-9.0,nt,-1.5,nt,2.9,nt
CCOc1ccccc1NC(=O)CN(Cc1ccccc1)S(C)(=O)=O,2.0,2.3,8.4,nt,7.4,nt,3.5,nt
CCCC(=O)NCCc1ccc(F)cc1,0.1,nt,nt,10.0,-1.8,nt,-23.2,4.3
O=C(C[C@@H]1CC[C@H]2[C@@H](COC[C@H](O)CN2Cc2ccccc2F)O1)NC1CCC1,97.2*,10.3,-0.1,-0.3,19.1,2.5,30.8,22.4
Cc1noc(C)c1C(=O)OCC(=O)/C=C1/N(C)c2ccccc2C1(C)C,-0.6,-0.8,2.1,nt,-2.0,nt,0.3,-4.3
O=C(NC1CCCc2ccccc21)c1cc(S(=O)(=O)N2CCOCC2)ccc1F (stereo not given),0.3,nt,2.1,12.4,0.3,8.5,1.6,6.0
C[C@@H]1CN([C@@H](C)CO)S(=O)(=O)c2ccc(C#C[C@@H](C)O)cc2O[C@H]1CN(C)Cc1cncnc1,0.9,2.2,-11.2,32.8,-6.6,2.5,-6.3,11.4
CCOC(=O)c1cc(S(=O)(=O)N2CC(C)CC(C)C2)cn1C (stereo not given),8.4,-27.3,-2.5,nt,0.4,4.4,-11.4,2.2
Cc1cc(C)nc(SCC(N)=O)n1,0.1,0.7,9.8,-7.7,-2.5,23.6,-3.9,13.1
COc1ccc(CCN2C(=O)CC(N3CCN(c4ccccn4)CC3)C2=O)cc1OC (stereo not given),1.0,-0.7,0.4,nt,-0.3,nt,-3.9,6.6
COc1ccc(C(=O)N[C@H](C(=O)OCCCOC(=O)[C@@H](NC(=O)c2ccc(OC)cc2)C(C)C)C(C)C)cc1,-0.9,nt,19.8,-16.0,-1.5,-10.4,0.0,10.3
Cc1cc(S(=O)(=O)Nc2ccccc2C(=O)O)ccc1Cl,0.7,-3.8,73.4*,-9.2,1.7,6.5,1.1,nt
Cn1c(SCC(=O)Nc2ccccc2Cl)nnc1C1CC1,0.0,nt,12.7,4.2,7.0,15.6,0.7,1.6
CCCNC(=O)C[C@H]1C[C@H]2c3cc(NS(=O)(=O)c4ccccc4)ccc3O[C@H]2[C@@H](CO)O1,6.3,-1.0,-0.7,-4.6,-6.7,-4.9,-0.1,2.6
CC(C)(C)N(Cc1ccccc1)C(=O)c1cccs1,2.1,2.9,3.6,nt,0.9,-2.4,12.5,9.7
FC(F)(F)c1nnc2ccc(NCc3cccnc3)nn12,0.2,35.2,0.8,nt,-1.2,-5.0,-1.6,-1.2
C[C@@H]1CN([C@H](C)CO)C(=O)c2cc(/C=C/c3ccccc3)cnc2O[C@@H]1CN(C)C(=O)c1ccccc1,-0.5,10.7,15.7,-22.6,-0.3,-13.7,2.4,nt
C[C@@H]1CN([C@@H](C)CO)C(=O)c2cc(NS(=O)(=O)c3cn(C)cn3)ccc2O[C@H]1CN(C)Cc1ccc(C(=O)Nc2ccccc2N)cc1,1.3,-3.9,45.1,1.8,-0.6,3.9,-3.4,nt
CCCNC(=O)c1ccc2c(=O)c(O)c(-c3ccc(F)cc3)[nH]c2c1,1.7,7.2,-13.2,nt,-1.4,nt,2.9,nt
CCc1nc2ccc(C(=O)NCCC(C)C)cn2c1N(CC)CCOC,0.5,3.5,-0.8,nt,-3.8,-8.7,nt,5.1
C[C@H](CO)N1C[C@H](C)[C@@H](CN(C)CC2CC2)Oc2ccc(NC(=O)Cc3cn(C)c4ccccc34)cc2CC1=O,0.8,0.6,22.4,-13.1,-0.4,12.2,0.0,nt
COc1cc(Br)c(Br)cc1N,nt,nt,nt,5.7,nt,6.2,-8.5,12.2
CO[C@H]1CN(C)C(=O)c2cc(NC(=O)C3CCOCC3)ccc2OC[C@H](C)NC[C@H]1C,0.1,-9.0,1.9,5.0,-1.2,14.3,34.6,-12.3
COc1ccc(N2CCN(CCCNC(=O)C(=O)c3c[nH]c4ccccc34)CC2)cc1,3.6,1.5,-6.1,-25.9,-4.0,-23.8,48.0*,17.5

# Compounds were not picked by outcome; about 2.9% have a hit in one of these screens.
